# IL1B cytotox: toxic to HUVEC cells under IL-1B stimulation; hit rate 0.41% among 94,000; AID 845; HUVEC cell count loss, Hoechst imaging, IL-1B stimulated; cell count reduction, % at 2 µM;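 active = cell count reduction more than 3 SD above the screen-wide mean, cut at about 70% in these data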;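 note: normalized per plate to untreated control cells as the no-loss baseline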
# LYP inh 2: inhibitors of human LYP (PTPN22) phosphatase; hit rate 0.21% among 96,000; recombinant LYP catalytic domain, DiFMUP fluorescence; inhibition, % at 2 µM;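 active = inhibition at 2 µM at or above a set limit, the screen mean plus 3 SD, cut at about 24% in these data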;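 note: 0% = DMSO with enzyme and 100% = enzyme fully blocked by orthovanadate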
# Target sequence (Q9Y2R2 whole entry, looked up, the tested form may be a part): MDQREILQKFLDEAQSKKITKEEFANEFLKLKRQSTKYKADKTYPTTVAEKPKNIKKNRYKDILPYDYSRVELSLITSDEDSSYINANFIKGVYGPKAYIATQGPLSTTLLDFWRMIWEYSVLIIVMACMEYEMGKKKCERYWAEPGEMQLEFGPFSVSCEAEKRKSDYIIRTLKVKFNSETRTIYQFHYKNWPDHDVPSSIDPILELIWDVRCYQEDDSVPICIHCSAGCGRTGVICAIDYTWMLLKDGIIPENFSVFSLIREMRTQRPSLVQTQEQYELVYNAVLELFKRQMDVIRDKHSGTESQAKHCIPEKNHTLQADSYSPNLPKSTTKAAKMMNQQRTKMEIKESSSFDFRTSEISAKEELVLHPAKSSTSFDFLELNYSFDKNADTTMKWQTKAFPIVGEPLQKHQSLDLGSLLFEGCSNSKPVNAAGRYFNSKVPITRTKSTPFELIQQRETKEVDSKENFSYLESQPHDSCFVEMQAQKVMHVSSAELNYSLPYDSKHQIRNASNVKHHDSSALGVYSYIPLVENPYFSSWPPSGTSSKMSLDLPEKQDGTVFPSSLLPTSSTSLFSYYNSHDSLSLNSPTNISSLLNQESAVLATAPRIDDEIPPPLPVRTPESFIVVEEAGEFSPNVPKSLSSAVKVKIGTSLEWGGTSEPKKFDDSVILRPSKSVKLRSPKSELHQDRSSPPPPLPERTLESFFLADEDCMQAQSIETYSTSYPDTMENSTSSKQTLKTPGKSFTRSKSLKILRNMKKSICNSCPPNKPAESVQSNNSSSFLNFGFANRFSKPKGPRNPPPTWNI
# MT1-MMP txn act: activates MT1-MMP transcription; HT1080 MT1-MMP promoter luciferase reporter, luminescence, overnight; hits give high values; activation factor at 10 µM; hit rate 0.16% among 86,000; AID 750;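 active = activation factor of at least 2 for MT1-MMP transcription at 10 µM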
# Smad3 inh: Smad3 (human) transcription factor binding inhibition | P84022 | TR-FRET Smad3/Dy647-FoxH1 peptide binding, europium anti-His | inhibition, % at 25 µM | hit rate 0.29% among 88,000;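 active = compounds that reduce the energy-transfer binding signal between the protein and its labelled peptide by more than half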;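 note: 0% = Smad3 plus labelled peptide maximal FRET and 100% = peptide-only background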
# VCAM1 TNFa inh: reduces TNF alpha induced VCAM1 expression in HUVEC | HUVEC TNFa-induced VCAM-1 immunofluorescence, high-content imaging | inhibition, % at 2 µM | hit rate 0.48% among 95,000;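 active = inhibition above the batch mean plus 3 SD, with images confirmed as a hit by eye, cut at about 37% in these data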;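 note: 0% = TNF-stimulated DMSO wells and 100% = unstimulated control wells; not every result past the cut was called active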
# hDAT+cocaine: human DAT dopamine uptake with cocaine, either direction; Q01959; LLC-PK1 hDAT cells, [14C]-dopamine uptake with cocaine IC80; actives deviate in either direction; B-score at 10 µM; hit rate 1.3% among 110,000;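 active = Z score or B-score, a plate-position-corrected score, falls beyond the plate's 99.7% confidence bounds, in either direction; inactive = both scores lie inside the 99.7% bounds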;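 note: scored against the spread of the other compound wells on the same plate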
# Candida biofilm: kills Candida albicans biofilms. C. albicans biofilm + clotrimazole, Alamar Blue. inhibition, % at 6 µM. hit rate 0.14% among 85,000. AID 834;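 active = inhibition above 20%; inactive = inhibition below 20%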;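 note: preformed 24 hr biofilms exposed to compound for 48 hr; 0% = biofilm without compound and 100% = blank killed by clotrimazole plus chlorhexidine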
# TNFa cytotox: toxic to HUVEC cells under TNF alpha stimulation; HUVEC TNFalpha-stimulated, Hoechst cell count, imaging; cell count reduction, % at 2 µM; hit rate 0.17% among 93,000; AID 848;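 active = cell count reduction exceeding the screen mean by over 5 SD, scaled to untreated wells per plate, cut at about 78% in these data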;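 note: cells counted after 24 h of TNF alpha exposure following the 1 h pretreatment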
# F-actin modifier: modifiers of cytoskeleton assembly; HUVEC TNFa F-actin phalloidin imaging, high content; inhibition, % at 2 µM; hit rate 0.18% among 91,000;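 active = inhibition above the batch mean plus 3 SD and confirmed as a hit by visual image inspection, cut at about 30% in these data, passing the limit was not always enough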; note: strong numbers were not always called active
# Active calls of the source: *; · = not tested or not shown; [ ] = another dose, or the depositor's remark. These rows are one share of the data; count on the stated rates, not on these rows.
# Each structure is followed by: VCAM1 TNFa inh	hDAT+cocaine	Smad3 inh	IL1B cytotox	LYP inh 2	F-actin modifier	MT1-MMP txn act	TNFa cytotox	Candida biofilm
COc1cc2c(cc1OC)C(C(=O)N1CCCCC1)C(c1ccccc1F)N(C)C2=O (stereo unspecified)
→ ·	0.31	7	·	·	·	1.1	·	2
Cc1cccc(OCc2nnc(SCC(=O)N3CCCC3)n2C)c1
→ -1	-0.079	-9	-66	-1	5	1	-8	-6
O=C(Cn1cnc2ccccc2c1=O)NCC(=O)N1CCN(Cc2ccc3c(c2)OCO3)CC1
→ ·	-0.041	4	·	·	·	1.1	·	1
Cc1cccc(NC(=O)c2sc(C)nc2C)c1
→ 4	-0.33	-6	2	-17	-12	1.6	-14	-1
CCOC(=O)C(C(=O)OCC)C1CCS(=O)(=O)C1 (stereo unspecified)
→ 14	-0.61	8[fluorescence artefact?]	-10	6	-8	1.2	4	6
Cc1ccc(C(=O)COC(=O)c2cccs2)cc1
→ 10	-0.49	10	0	-10	-13	·	7	9
Cc1c(NCc2nc3ccccc3[nH]2)c(=O)n(-c2ccccc2)n1C
→ -48	2.2	-2	-28	-5	17	1.3	-54	0
CC1CN(C(=O)CCc2ccccc2)C(C)CN1C(=O)CCc1ccccc1 (stereo unspecified)
→ 17	0.067	-4	-16	-6	-2	1.2	-4	2
CC(=O)Nc1nc2c(c3c1c(=O)oc1ccccc13)CCCCC2
→ 14	·	3	3	-13	20	1	-32	0
CCOc1ccc(Br)cc1S(=O)(=O)Nc1nc(CN2CCOCC2)nc2sc(C)c(C)c12
→ 11	0.37	-3	-2	7	2	1.1	-12	1
COC(=O)c1ccccc1S(=O)(=O)N(Cc1cc2cc3c(cc2[nH]c1=O)OCO3)C1CCCCC1
→ 40	·	-10	9	6	24	1.1	1	2
CCCSc1nnc2nc(C)cc(C)n12
→ 4	0.0079	-1	41	12	6	1.1	5	3
CN1CCN(C2=C(Cl)C(=O)N(c3ccc(Cl)cc3)C2=O)CC1
→ ·	-0.039	-11	·	·	·	1.1	·	-2
CC(=O)NC(Cc1c[nH]c2ccccc12)C(=O)NCc1ccc2c(c1)OCO2 (stereo unspecified)
→ 7	-1.2	-5	-20	13	3	1.1	-35	5
CCCSc1nc(C)c(C(C)=O)cc1C#N
→ 6	-0.15	8	12	-1	-8	1.3	10	-1
Cc1nc2ccc(NC(=O)C3CCN(S(=O)(=O)c4cccs4)CC3)cc2s1
→ -15	1	4	-1	-3	-8	1	7	9
CCC(C)NC(=O)C(Cc1ccccc1)n1cccc1 (stereo unspecified)
→ ·	0.68	4	·	·	·	1.1	·	9
O=c1[nH]c2ccccc2nc1-c1cccs1
→ 1	-0.0098	8	-2	-8	11	1.4	-3	9
CSc1n[nH]c(NCc2ccc(C)cc2)n1
→ -20	-0.49	15[fluorescence artefact?]	36	-4	-11	1.5	2	9
O=S(=O)(Nc1nc2c(s1)CCCC2)c1ccc(F)cc1
→ 7	-0.97	4	9	2	7	1.2	-16	-2
CN(C)S(=O)(=O)Oc1ccsc1C(=O)Nc1cccc(Cl)c1
→ -1	0.096	·	-7	4	18	·	-10	·
N#Cc1nc(-c2ccc(Cl)cc2)oc1NCc1ccco1
→ 8	-0.85	8	10	8	-4	1.3	-23	6
O=C(NNC1=NCCCCC1)c1ccccc1
→ 10	-0.62	·	-34	0	23	·	-29	·
CS(=O)(=O)N1CCN(c2ccc(NC(=O)c3ccc(-c4ccc(Cl)cc4)o3)cc2)CC1
→ -4	-0.099	9[fluorescence artefact?]	-8	-5	17	1.1	·	4
N/C(Cc1cccs1)=N\OC(=O)COc1ccccc1
→ -2	0.86	16[fluorescence artefact?]	-9	-3	·	1.2	-31	4
CCOC(=O)N1CCN(C(=O)CCN2C(=O)COc3ccccc32)CC1
→ 3	-0.63	0	-32	6	-2	1.1	-12	10
CC(Sc1nnc(Cc2cccs2)n1C1CCCCC1)C(N)=O (stereo unspecified)
→ 18	-0.028	-3	-16	-8	-1	1.2	4	7
CCCC(=O)NCCc1cc2c(C)ccc(C)c2[nH]c1=O
→ 5	-0.21	-1	-40	-9	6	1	-23	5
Cc1cc(C)c2[nH]c(=O)c(CN(Cc3ccc4c(c3)OCO4)Cc3nnnn3C3CCCC3)cc2c1
→ -3	0.19	0	5	15	51	1.1	-39	3
COc1ccc(N2CCN(CC(=O)Nc3c(C)cc(C)cc3C)CC2)cc1
→ -7	0.3	14	-27	-4	-21	1	-8	5
CC(=O)Nc1nc(-c2ccc(Br)s2)cs1
→ -11	-0.22	-1	-20	-5	22	1.4	-28	8
CCn1c(/C=C/c2ccc([N+](=O)[O-])o2)nc2ccccc2c1=O
→ 21	-0.27	9	6	11	13	1.1	23	4
Cc1cc(C)nc(N2CCC(C(=O)NCc3ccco3)CC2)n1
→ 25	-0.13	1	6	-4	14	1.3	-20	6
CC(=O)c1c(C)[nH]c(C(=O)N2c3ccccc3CC2C)c1C (stereo unspecified)
→ 14	0.92	3	10	0	14	1.1	-25	27*
O=C1CC2CS(=O)(=O)CC2N1c1ccc(Cl)cc1Cl (stereo unspecified)
→ -9	-0.13	·	-44	-18	-28	0.9	16	·
C=CCNC(=S)NNC(=O)c1cccc2ccccc12
→ -9	-0.66	·	-1	4	-46	·	6	·
CNC(=O)c1csc(-c2ccccc2)n1
→ 10	-0.99	·	-52	-3	-6	·	-9	·
CCSc1nnc(-c2ccncc2)o1
→ 16	0.25	-32	-32	-4	11	1.1	-11	5
COc1ccc2c(c1)CCc1c(C(=O)NCc3cccnc3)noc1-2
→ 12	·	9[fluorescence artefact?]	-23	1	13	1.2	-20	7
CCOC(=O)N1CCN(C(=O)CCNS(=O)(=O)c2cc(Br)cnc2N)CC1
→ ·	-0.15	-3	·	-4	·	1.3	·	7
Cc1nn(Cc2ccc(Cl)cc2Cl)c(C)c1NC(=O)C1C2CCC(O2)C1C(=O)O (stereo unspecified)
→ 1	-0.68	-15	22	-10	-10	0.8	-2	-2
Cc1ccc(CCN2CC(C(=O)NCc3ccco3)CC2=O)cc1 (stereo unspecified)
→ -42	1.6	7	-4	-14	18	1.2	-54	-6
O=C1CSc2ccc(C(=O)NCCC3=CCCCC3)cc2N1
→ 14	-0.04	-7	-16	-10	-10	1.2	12	0
CCOC(=O)NC(NCc1ccccc1Cl)(C(F)(F)F)C(F)(F)F
→ -16	0.044	·	18	15	8	·	-2	·
COc1ccc(OCCC(=O)NCc2ccccc2)cc1
→ -12	1.2	5	-109	-3	8	1.1	4	1
CCc1ccccc1NC(=O)C(CC)Sc1nc2cc3c(cc2c(=O)n1Cc1ccco1)OCO3 (stereo unspecified)
→ -3	-1	10[fluorescence artefact?]	-24	13	5	1	-3	5
CN(C(=O)c1coc(=O)c2ccccc12)c1ccc(F)cc1
→ 62	·	4	10	-2	-36	0.9	71	-2
COc1cccc(Cn2nnc(C(=O)Nc3ccc(C)cc3)c2N)c1
→ 20	-0.82	3	17	-5	-4	1.3	-7	-5
Clc1ccc(N2CCN(c3cnc4ccccc4n3)CC2)cc1
→ 14	-1	8	-71	6	-6	·	-21	7
Cc1cc(NC(=O)CN2C(=O)CC(c3ccco3)Sc3ccccc32)no1 (stereo unspecified)
→ ·	0.52	2	·	·	·	1	·	17
Cc1ccccc1N=C1NC(=O)CS1
→ 16	0.075	1	-22	-11	4	1	-12	5
Cn1c(=O)c2c(nc(SCC(=O)NCc3ccc4c(c3)OCO4)n2Cc2ccc(Cl)cc2)n(C)c1=O
→ 14	0.85	11	-47	2	-9	1.1	·	3
CCCCOC(=O)c1ccc(NC(C)=O)cc1
→ 10	0.53	·	-4	-8	2	1.2	-13	·
CC(=O)Nc1cccc(NC(=O)CSc2nnc(Cc3cccn3C)n2-c2ccc(F)cc2)c1
→ 8	0.013	·	-66	0	5	1.1	-42	·
Cc1cc(S(=O)(=O)N2CCN(c3ccccc3C)CC2)ccc1F
→ 4	-0.55	7	-5	-4	3	1.2	-14	4
COc1cc2cc(CN(C(=O)Nc3ccccc3)C3CCCC3)c(=O)[nH]c2cc1OC
→ -12	3.3*	0	4	-1	48	1.1	0	7
O=C(O)C1CCCCC1C(=O)NCCc1ccc(Cl)cc1 (stereo unspecified)
→ 5	0.083	1	2	-5	-4	1	19	9
CCN(CC(=O)Nc1ccc2c(c1)OCO2)Cc1nc2ccccc2c(=O)[nH]1
→ ·	1.3	7	·	·	·	1.3	·	0
CCn1c(C)nc2cc(S(=O)(=O)N3CCCC3)ccc21
→ 10	-0.021	-12[fluorescence artefact?]	·	-4	-12	1.2	6	·
COC(=O)Nc1ccc(S(=O)(=O)N(CCO)CC(F)(F)C(F)F)cc1
→ -6	0.065	4	-4	6	24	1.1	-55	8

# (more compounds)
# Each structure is followed by: VCAM1 TNFa inh	hDAT+cocaine	Smad3 inh	IL1B cytotox	LYP inh 2	F-actin modifier	MT1-MMP txn act	TNFa cytotox	Candida biofilm
Cc1nn2cc(-c3ccc(N)cc3)nc2s1
→ -1	0.69	·	-17	2	1	·	19	·
C/C(N)=C(/C#N)C(=O)CSc1nnc(-c2ccc(OC(F)F)cc2)o1
→ 24	-0.46	6	-17	0	-8	1.5	-11	1
COc1ccc(NC(=O)N2CCN(c3cccc(C(F)(F)F)c3)CC2)cc1OC
→ 24	0.74	-14	1	12	-7	1	17	6
N#CC1=C2SCC(O)(c3ccccc3)N2C(=O)CC1c1ccccc1F (stereo unspecified)
→ 37	0.087	2	-8	-5	0	1.2	-11	3
COc1ccc(CN2CCN(c3ccccn3)CC2)c(OC)c1
→ ·	-0.44	-6	·	·	·	1.1	·	6
COc1ccc(-c2noc(N(C)CC(=O)Nc3cccc(C(F)(F)F)c3)n2)cc1
→ 2	-0.17	8	-3	-5	-1	1	-2	0
CCN1C(=O)CC(C(=O)O)SC1=Nc1ccc(OC)cc1 (stereo unspecified)
→ 2	-1.1	0	6	-3	43	1	-5	5
CCC(=O)Nc1ccc(NC(=O)c2ccccn2)cn1
→ ·	0.71	-2	·	·	·	1.7	·	2
Cc1ccc(C(=O)Nc2ccc(C(=O)/C=C/c3cccs3)cc2)cc1
→ -1	-0.16	·	-10	2	-8	·	-23	·
c1cncc(-c2nc(NCc3ccco3)c3ccccc3n2)c1
→ 0	-0.031	3	-22	-11	-1	1.3	-3	0
Cc1ccc(Cn2ncc3c(NCCCN4CCOCC4)ncnc32)cc1
→ 4	0.69	-1	4	12	9	1.1	-41	8
CC(C)(C)NCC(O)COCc1ccc(Cl)cc1 (stereo unspecified)
→ 9	-0.031	-3	-110	19	-4	1.1	-10	7
Cc1ccc(CN2C(=O)CCC2C(=O)NC2CCCC2)cc1 (stereo unspecified)
→ 5	-0.081	11	29	5	3	1.2	-32	5
c1ccc(Oc2nc(NCc3ccco3)nc(NCc3ccco3)n2)cc1
→ 2	-1.7	9[fluorescence artefact?]	-45	-5	·	1.2	11	6
COc1ccc(NCc2nnc(SCC(=O)Nc3cc(C(F)(F)F)ccc3Cl)o2)cc1
→ -4	0.92	4	-4	8	12	1	-2	4
COc1ccc(C2N(c3cc(Cl)ccc3OC)C(=O)C3CCCN32)c(OC)c1 (stereo unspecified)
→ -3	-1.5	6	-4	-7	2	1.1	-12	-2
Cc1ccccc1C(C(=O)NC1CCCC1)N(C(=O)Cc1cccs1)c1ccc2c(c1)OCCO2 (stereo unspecified)
→ 25	-0.53	·	-6	6	4	·	2	·
COc1cccc(NC(=O)COC(=O)c2c(-c3ccccc3)noc2C)c1
→ 11	0.31	-12	-17	-6	-5	1.1	-16	5
Cc1nc2ccccc2nc1CSc1nnc(N)s1
→ 0	-1.4	0	6	-8	-9	1.3	2	5

# Just F-actin modifier and IL1B cytotox, for 2 of the compounds above:
SMILES	F-actin modifier	IL1B cytotox
Cc1ccc(C(=O)Nc2ccc(C(=O)/C=C/c3cccs3)cc2)cc1	-8	-10
c1cncc(-c2nc(NCc3ccco3)c3ccccc3n2)c1	-1	-22
